Bioassay records (PubChem)
NOD1 NF-kB reporter: NOD1 signaling inhibitors, primary screen, cell-based, luminescence, uHTS (AID 1578); hit rate 1% among 290,000; NOD1-driven NF-kB luciferase reporter cells, luminescence; higher % means a stronger effect; inhibition, % at 4 µM, or EC50 in µM where a hit was titrated; in the data active = inhibition mostly above about 36%, no sharp cut-off; inactive = mostly below about 34%;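 note: HEK-293T reporter cells stimulated with the NOD1 agonist gamma-tri-DAP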
AID2073: inhibitors of Mint1-CaV2.2 protein interaction, biochemical, HTRF (AID 2073); HTRF protein-protein interaction, Mint1-CaV2.2; higher % means a stronger effect; inhibition, % at 20 µM, or IC50 in µM where a hit was titrated; hit rate 0.19% among 290,000; in the data active = inhibition mostly above about 51%, no sharp cut-off; inconclusive = no clear call, values can overlap the other calls; inactive = mostly below about 53%; note: some results filed as inactive read as strong as hits
KOR beta-arrestin-1: kappa opioid receptor blockers – cell-based, luminescence, uHTS (AID 1778); hit rate 0.091% among 290,000; KOR beta-arrestin recruitment, luminescence, antagonist mode; higher % means a stronger effect; one-dose inhibition, % at 10 µM; IC50 in µM for titrated hits; note: strong numbers were not always called active
HEK293 NOD2/NF-kB: NOD2 signaling inhibitors, cell-based, luminescence, uHTS, HEK293 (AID 1566) | inhibition, % at 4 µM, or EC50 in µM where a hit was titrated | HEK293 NOD2/NF-kB luciferase reporter, luminescence; higher % means a stronger effect | hit rate 0.63% among 290,000; note: many of its hits are not listed in these tables
GPR55 beta-arrestin: selective activators of receptor GPR55 – imaging, U2OS cells, beta-arrestin-GFP redistribution, primary screen (AID 1961). U2OS GPR55 beta-arrestin-GFP redistribution imaging; higher % means a stronger effect. activation, % at 10 µM; hits with a dose series show EC50 in µM. hit rate 0.048% among 290,000;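 active = activation above 40% with more than 50 cells counted in the well; inconclusive = wells holding fewer than 50 cells, flagged as toxic or sparse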;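 note: U2OS osteosarcoma cells stably expressing GPR55 and beta-arrestin-GFP; plate controls were DMSO negative control for no effect and LPI positive control for full effect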
M1AAP inhibition: P. falciparum M1AAP inhibitors, biochemical, fluorogenic H-Leu-NHMec substrate, 1536-well (AID 1445) | inhibition, % at 30 µM, or IC50 in µM where a hit was titrated | recombinant M1AAP, H-Leu-NHMec fluorogenic kinetic assay; higher % means a stronger effect | hit rate 0.42% among 220,000;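 active = primary inhibition above the hit cutoff, then over 50% inhibition at one or more dose response concentrations, cut at about 23% in these data, passing the limit was not always enough; inconclusive = conflicting primary data, or primary hits not chosen for dose response; inactive = low primary inhibition, or under 50% at every dose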;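 note: plate controls were DMSO full reaction for no effect and no enzyme background for full effect; strong numbers were not always called active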
P. falciparum M17LAP: P. falciparum M17LAP inhibitors, primary screen, biochemical, fluorogenic H-Leu-NHMec substrate, 1536-well (AID 1619). recombinant M17LAP, H-Leu-NHMec fluorogenic kinetic assay; higher % means a stronger effect. inhibition, % at 30 µM, or IC50 in µM where a hit was titrated. hit rate 0.38% among 220,000;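 active = compound inhibiting the enzyme by more than half at any dose during confirmatory dose-response retesting; inconclusive = strong single-dose inhibitors picked by rank but not retested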;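 note: plate controls were full reaction with DMSO carrier for no effect and no enzyme background for full effect; strong numbers were not always called active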
Dynein cargo inh: blocks dynein driven cargo transport along microtubules; z-score, hits read low; 3617.4 mouse cells, GR-EGFP nuclear translocation imaging; test concentration mostly 20 µM; stimulated with dexamethasone, 1 µM; hits give low values; hit rate 0.47% among 220,000;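 active = plate z-score of nuclear minus cytoplasmic receptor signal below a set negative limit, without overly bright fluorescence or cell loss, cut at about -3.5 in these data, passing the limit was not always enough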;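 note: z-score of nuclear minus cytoplasmic ring GR-EGFP intensity difference per well; some compounds called inactive have numbers as strong as hits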
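medium = tetracycline-free induction medium containing charcoal-stripped FBS | also added = 1.0 µM final dexamethasone stimulus | schedule = 48 h induction, 1 h compound, 30 min dex at 37 °C | technique = fixed, Hoechst-stained cells imaged at 10x for EGFP | measure = GR-EGFP nuclear translocation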
KOR beta-arrestin-2: kappa opioid receptor activators – cell-based, luminescence, uHTS, primary screen (AID 1777); KOR beta-arrestin recruitment, luminescence; higher % means a stronger effect; activation, % at 10 µM, or EC50 in µM where a hit was titrated; hit rate 0.02% among 280,000; in the data active = activation above about 50%, passing the limit was not always enough; note: a part of the inactive calls stands beside numbers as strong as those of hits
Dynein cargo inh cytoplasmic EGFP: further read-out of Dynein cargo inh, marked with its call; z-score; measured here: cytoplasmic GR-EGFP intensity; hits give high values
Dynein cargo inh nuclear GR-EGFP: also measured in Dynein cargo inh; calls as there; z-score; measured here: nuclear GR-EGFP intensity;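 lower value marks the stronger effect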
Dynein cargo inh cell count: also measured in Dynein cargo inh; calls as there; z-score; measured here: cell count per field
Numbers without * were called inactive; ? = inconclusive; nt = no result given; [ ] = remark or other dose. Cut-off read from the data, not from the text of the source, unless noted: active = inhibition above about 50%; inactive = the rest.

Order of values: NOD1 NF-kB reporter, AID2073, KOR beta-arrestin-1, HEK293 NOD2/NF-kB, GPR55 beta-arrestin, M1AAP inhibition, P. falciparum M17LAP, Dynein cargo inh, Dynein cargo inh cytoplasmic EGFP, Dynein cargo inh nuclear GR-EGFP, Dynein cargo inh cell count, KOR beta-arrestin-2
CC(=O)N1CCN(C(=S)c2ccc(N(C)C)cc2)CC1
    20%, -27%, -26%, 8%, -0.1%, 6%, 14%, -0.075, -0.47, -0.18, 1.2, -2.2%
COc1ccc(OC)c(NC(=O)CCN2CCC(C)CC2)c1
    nt, -4%, 0%, 9%, 1.1%, -1%, -2%, -0.64, -0.17, -0.051, 0.67, 3.8%
CC(C)CN1CCNC(=O)C1CC(=O)NCCCN1CCCc2ccccc21 (centres undefined)
    -27%, 5%, -48%[20 µM], 3%, 0.2%, -6%, 0%, -0.27, -0.32, -0.013, 0.65, nt
Cc1ccc(NC(=O)c2sc(N)nc2C)cc1
    -8%, 10%, -5%, -31%, 0.3%, nt, nt, nt, nt, nt, nt, 0.7%
CCC1Oc2ccc(C)cc2N(CC(=O)N(Cc2ccncc2)Cc2ccco2)C1=O (centres undefined)
    -37%, 10%, -23%, 1%, -0.4%, 10%, -2%, -1.1, -0.27, -0.73, 1.4, 2.6%
O=C1OCC(c2ccccc2)=C1c1ccccc1[N+](=O)[O-]
    -34%, 9%, 3%, -7%, -0.3%, 9%, 3%, 0.7, 0.24, 0.58, -0.94, -8.4%
COC(=O)CCC(=O)OC1(C)C(=O)C=C2C=C(C3CC3)N(C3CCCC3)C=C2C1=O (centres undefined)
    0%, 1%, 4%, 20%, -0.1%, 0%, 3%, -0.37, -0.59, -0.11, -0.82, -0.8%
O=C(CSc1nc(-c2ccccc2)cc(=O)[nH]1)N1CCOCC1
    9%, 5%, 29%, 24%, -0.2%, -4%, 58%, 0.11, -0.16, -0.17, 0.51, 0.7%
Cc1ccc(NC(=O)/C(=C\c2cccc([N+](=O)[O-])c2)NC(=O)c2cccs2)cc1
    3%, 8%, 1%, 16%, -0.1%, 5%, -4%, 0.017, -0.3, 0.18, 0.42, -1.9%
CCC(CC)NC(=O)c1cc2c(C)nn(Cc3ccccc3Cl)c2s1
    -30%, -6%, -4%, -23%, 0.2%, 1%, -1%, -0.95, 0.12, -0.16, 0.38, -2.0%
COc1ccc(CCNC(=O)C(=O)c2c[nH]c3ccccc23)cc1OC
    -4%, -3%, -20%, 14%, -0.2%, nt, nt, nt, nt, nt, nt, -2.8%
Cc1ccc(S(=O)(=O)NC2CCCCCC2)cc1C(N)=O
    -6%, 12%, 13%, 23%, -0.1%, nt, nt, nt, nt, nt, nt, 2.4%
O=C(CCCN1C(=O)C(c2ccccc2)Oc2cccnc21)Nc1ccccc1Cl (centres undefined)
    3%, 7%, 2%, 0%, -0.1%, nt, nt, nt, nt, nt, nt, -0.4%
Cc1csc(SCC(=O)c2c(N)n(CC(C)C)c(=O)n(C)c2=O)n1
    -2%, -2%, -6%, 25%, 0.0%, 3%, -13%, 1.8, -0.029, 1.4, -1.3, 4.4%
CCOC(=O)CN1CC23C=CC(O2)C(C(=O)Nc2ccc4c(c2)OCO4)C3C1=O (centres undefined)
    -20%, 8%, 17%, -8%, -0.1%, 3%, 27%, -0.41, -0.2, 0.081, 0.24, -3.0%
Cc1oc2c(C)c3oc(=O)c(CCC(=O)NCCCN4CCCC4=O)c(C)c3cc2c1C
    -22%, 27%, -39%[20 µM], 10%, 0.4%, nt, nt, nt, nt, nt, nt, 2.3%
CN1CCc2c(sc(NC(=O)c3ccc(S(=O)(=O)N4CCOCC4)cc3)c2C(N)=O)C1
    -10%, -4%, 12%, 15%, 0.2%, ?, -8%, 0.38, -0.12, 0.46, 0.31, -2.2%
O=C(c1ccco1)N1CCN(C(=O)c2cnn3c(C(F)(F)F)cc(-c4cccs4)nc23)CC1
    19%, -27%, -16%, 12%, -0.1%, 12%, -17%, 0.99, -0.16, 0.89, -0.011, -2.6%
S=c1[nH]nc(-c2ccccc2Cl)n1/N=C/C=C/c1ccco1
    2%, -3%, 17%, 16%, 0.0%, 15%, 25%, 0.12, -0.24, -0.0052, -0.042, -1.2%
O=C(NCC1CCCO1)C(c1cccs1)N(Cc1cccs1)C(=O)Cn1nnc(-c2cccs2)n1 (centres undefined)
    -20%, -1%, 22%, 10%, -0.3%, 0%, -1%, 0.22, -0.25, -0.17, 0.21, -0.3%
COC(=O)C1C(O)=C(C=Nc2ccc3ccccc3c2)C(=O)CC1(C)C (centres undefined)
    -28%, -4%, 5%, -14%, -0.3%, 8%, 4%, -0.83, 0.038, -0.04, 0.64, -2.0%
CC(C(=O)Nc1sccc1C(N)=O)N1C(=O)C2CC=CCC2C1=O (centres undefined)
    10%, -2%, 3%, 4%, 0.0%, 17%, 5%, 3.3, -0.22, 2, -1.4, 0.9%
O=C(c1ccccc1)N(Cc1ccc(F)cc1)C1CCS(=O)(=O)C1 (centres undefined)
    10%, 2%, 8%, 9%, -0.2%, -1%, 8%, 0.13, -0.21, -0.13, 0.23, -3.4%
Cc1cc(C)c2nc(N3CCN(C)CC3)c(C#N)cc2c1
    1%, -21%, 28%, 13%, 1.0%, -3%, 5%, -0.93, -0.45, -0.55, 0.4, -3.3%
COc1ccccc1-c1ccc(SCc2cccc(C)c2)nn1
    -68%, -7%, -4%, -23%, 0.1%, 2%, 3%, 0.14, -0.33, -0.016, 0.29, -3.0%
CCOC(=O)c1nc2nc(C)c(Cl)c(=O)n2[nH]1
    -6%, 14%, -13%, 3%, 0.0%, 0%, -35%, -0.045, -0.26, -0.65, -0.37, -3.1%
CC(C)c1nnc(NC(=O)CN2C(=O)c3ccccc3C2=O)s1
    -18%, 1%, 7%, 11%, -0.1%, -2%, -1%, -0.72, -0.42, -0.4, 0.43, -3.0%
Cc1ccc(NC(=O)c2ccc3snnc3c2)cc1C
    -31%, 7%, -17%, -42%, -0.3%, nt, nt, nt, nt, nt, nt, 3.5%
S=C1NCN(Cc2cccnc2)CN1Cc1ccccc1
    5%, 32%, 24%, 10%, 1.0%, 2%, -1%, -0.46, -0.22, 0.2, 0.35, -3.7%
Cc1ccc2nc(-c3ccncc3)[nH]c2c1
    -15%, 43%, -28%, -60%, -0.1%, nt, nt, nt, nt, nt, nt, 2.3%
CCN(CC)c1cc(Cl)c2nonc2c1N
    -2%, -19%, -10%, 29%, 0.3%, 6%, 1%, -0.88, -0.28, -0.63, 1.4, 0.2%
Cc1ccccc1-n1ncc2c(SCC(=O)N3c4ccccc4CC3C)ncnc21 (centres undefined)
    25%, 7%, 1%, 20%, 0.0%, 0%, -12%, -0.25, -0.24, -0.66, 0.64, 0.3%
O=C(c1ccc(Cl)c(S(=O)(=O)N2CCCC2)c1)N1CCN(c2ccccc2)CC1
    -21%, -3%, -11%, 1%, 0.1%, 3%, -3%, 0.042, -0.34, -0.11, -0.94, 4.7%
O=C(CS(=O)(=O)Cc1ccccc1)Nc1ccc(Cl)cn1
    -48%, 3%, -4%, 5%, 0.9%, 9%, 31%, -0.4, -0.22, 0.095, 0.62, 2.7%
CN(C)S(=O)(=O)c1ccc(/C(O)=C2/C(=O)C(=O)N(Cc3cccnc3)C2c2cccs2)cc1 (centres undefined)
    -35%, -2%, 2%, 3%, 0.4%, 11%, 0%, -0.25, -0.29, -0.17, 0.42, 5.0%
O=C(O)c1cc(NC(=O)c2ccc3c(c2)C(=O)N(Cc2cccnc2)C3=O)cc(C(=O)O)c1
    -14%, 8%, -18%, 2%, -0.2%, nt, nt, nt, nt, nt, nt, 0.5%
C/C(Cn1nc([N+](=O)[O-])cc1C)=N\NC(=O)COc1ccccc1[N+](=O)[O-]
    1%, 7%, -26%, 6%, -0.1%, -2%, 2%, 1.1, -0.29, 0.17, -0.63, -0.2%
Cc1ccc(/C=C/C(=O)N2CCN(S(=O)(=O)c3c(C)c(C)cc(C)c3C)CC2)o1
    10%, 35%, 17%, -2%, 0.2%, 3%, 4%, -3.2, 0.57, -2.3, -0.13, -3.9%
Cc1cccc(OCCOc2ccccc2C=C(C#N)C#N)c1
    -20%, 6%, 5%, -2%, -0.3%, 20%, 1%, -1.9, 0.59, -1.1, -0.59, 6.5%
COc1ccc(C(CNC(=O)COc2ccc(Cl)cc2C)N2CCCCC2)cc1 (centres undefined)
    1%, 6%, 11%, 20%, -0.2%, nt, nt, nt, nt, nt, nt, 2.2%
Cc1ccc(NC=C(S(=O)(=O)c2ccccc2)S(=O)(=O)c2ccccc2)cc1
    13%, -5%, -13%, 1%, 0.2%, -1%, 8%, -1.1, -0.1, -0.76, -0.22, 5.4%
CC1(C)N=C(N)N=C(N)N1c1ccc(F)cc1F
    -18%, 0%, 19%, 1%, -0.2%, -4%, 0%, 0.089, -0.22, 0.33, 0.22, 0.5%
COc1cc2c(cc1OC)CN(C(=O)c1sc(-c3cnccn3)nc1C)CC2
    6%, 6%, -3%, 10%, -0.2%, -2%, 6%, 0.22, -0.2, 0.12, -0.4, -2.6%
COc1cccc(C(=O)N(CN2CCCC2=O)c2cccc(Cl)c2)c1
    3%, -4%, -12%, 2%, 0.3%, 2%, 2%, 0.26, -0.39, 0.16, 0.35, 4.4%
Cc1c(C)n(C(=O)CN2CCN(c3ccccc3)CC2)c2ccccc12
    -17%, -6%, 7%, 1%, -0.2%, 10%, 8%, -0.13, -0.093, 0.0026, 0.026, -3.3%
O=C(Nc1ccc(N2CCCC2)cc1)c1ccc([N+](=O)[O-])cc1Cl
    -16%, -2%, -25%, 0%, -0.3%, 6%, 5%, -1.7, -0.15, -0.7, 1.5, 0.9%
Cc1ccc(C(=O)Nc2ccccc2C(=O)O)cc1S(=O)(=O)NCc1ccccc1
    -20%, 12%, -40%[20 µM], 30%, -0.1%, ?, 12%, 0.22, -0.0019, 0.033, -0.57, nt
C=CCNCCCCOc1ccc(OCc2ccccc2)cc1
    -28%, 10%, -48%[20 µM], -59%, -0.1%, 0%, 17%, -1.6, 0.28, -1, 1.3, -11%

Not all compounds are listed; rates above refer to the full screens.
